PMI activator – phosphomannose isomerase (human) activation; P34949; purified human PMI, coupled resazurin fluorescence, 20 min; active compounds read high; 1 = vehicle control, 0 substrate-free wells; activation factor at 20 µM; 190,000 compounds, 0.005% hits; AID 1214;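 active means activation factor of 2 or more at 20 µM, relative to plate controls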
Target sequence (P34949 whole entry, looked up): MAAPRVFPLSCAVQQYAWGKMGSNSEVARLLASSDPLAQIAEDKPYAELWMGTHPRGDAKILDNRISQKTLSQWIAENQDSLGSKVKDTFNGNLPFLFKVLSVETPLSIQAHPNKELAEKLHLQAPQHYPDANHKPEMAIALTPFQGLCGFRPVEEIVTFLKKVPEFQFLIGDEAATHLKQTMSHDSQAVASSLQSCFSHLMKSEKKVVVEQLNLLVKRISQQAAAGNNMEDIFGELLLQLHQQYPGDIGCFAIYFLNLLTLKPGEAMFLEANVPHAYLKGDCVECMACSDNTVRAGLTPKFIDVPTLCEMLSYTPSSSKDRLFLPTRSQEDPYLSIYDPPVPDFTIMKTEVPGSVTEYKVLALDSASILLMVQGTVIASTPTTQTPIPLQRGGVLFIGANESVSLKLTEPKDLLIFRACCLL
Diaph act CS – diaphorase activation or chemical reduction counter-screen | 190,000 compounds, 0.005% hits | Diaphorase/resazurin coupled assay, resorufin fluorescence, 16 min; active compounds read high; 1 = vehicle wells, 0 = NADH-free wells | activation factor at 20 µM;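 active means diaphorase activity raised at least twofold by the compound at 20 µM; inactive means activation factor below 2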
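test system = bacterial diaphorase enzyme (C. kluyveri) | quantity = enzyme 0.07 U/mL final | reagent = NADH substrate 0.114 mM plus resazurin dye 0.1 mM, final | incubation = 16 min enzyme reaction, ambient temperature | buffer or medium = HEPES pH 7.4 buffer with MgCl2 and Tween 20 | signal = fluorescence of resorufin, 544 nm excitation, 590 nm emission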
L major viab – inhibitors of Leishmania major promastigote growth. AID 1063. 200,000 compounds, 9% hits. inhibition, % at 10 µM. Leishmania major promastigotes, resazurin fluorescence viability; in the data active means inhibition above about 50%;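 further: promastigotes grown with compound for 44 hours at 28 °C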
TNAP act hiacc – TNAP (human) activation, high acceptor; activation factor at 20 µM; purified TNAP, CDP-star luminescence, 1 M DEA, 30 min; active compounds read high; 0 = EDTA background, 1 = DMSO-only activity; P05186; 200,000 tested, under 10 active;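 active means activation factor at least 2 at 20 µM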
Target sequence (P05186 whole entry, looked up): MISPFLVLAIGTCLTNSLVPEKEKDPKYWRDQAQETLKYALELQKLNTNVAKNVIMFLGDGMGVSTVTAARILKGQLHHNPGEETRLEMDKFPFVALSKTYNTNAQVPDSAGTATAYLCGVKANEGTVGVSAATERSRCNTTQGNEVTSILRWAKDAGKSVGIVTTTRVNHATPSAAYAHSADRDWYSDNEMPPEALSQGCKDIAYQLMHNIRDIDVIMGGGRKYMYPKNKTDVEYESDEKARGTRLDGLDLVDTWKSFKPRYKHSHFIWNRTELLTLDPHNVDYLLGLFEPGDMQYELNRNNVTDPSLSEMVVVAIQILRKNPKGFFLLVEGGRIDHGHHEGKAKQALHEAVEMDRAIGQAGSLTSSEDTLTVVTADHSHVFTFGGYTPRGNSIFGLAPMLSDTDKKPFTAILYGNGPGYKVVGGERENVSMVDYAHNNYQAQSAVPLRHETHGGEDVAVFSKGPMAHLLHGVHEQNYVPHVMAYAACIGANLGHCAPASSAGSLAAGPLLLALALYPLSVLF
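Assay system: human TNAP; Input: enzyme diluted 1/800 final; Reagent: CDP-star luminogenic substrate at 100 µM final; Timing: 30 min, room temperature; Signal: luminescence; Evaluation: TNAP activation factor scaled between EDTA and DMSO control wells.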
TNAP inh hi DEA – blocks human TNAP under high phosphate acceptor concentration; P05186; AID 1135; purified TNAP, CDP-star luminescence, 1 M DEA; inhibition, % at 20 µM; 200,000 compounds, 0.03% hits;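 active means over 50% inhibition of tissue-nonspecific alkaline phosphatase at 20 µM in the single-dose screen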;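 further: plate controls were DMSO wells for no effect and EDTA-quenched wells as full inhibition for full effect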
Diaph inh CS – inhibits diaphorase or chemically oxidizes, flagging diaphorase assay artifacts. 190,000 compounds, 0.69% hits. inhibition, % at 20 µM. diaphorase resazurin-to-resorufin fluorescence, NADH, 16 min; bacterial (C. kluyveri) enzyme, not human;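 active means primary screen inhibition at 20 µM above a set limit, cut at about 50% in these data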;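 further: plate controls were DMSO with full reaction for no effect and wells lacking NADH for full effect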
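Assay system – diaphorase enzyme from Clostridium kluyveri · Amount – diaphorase 0.14 U/mL (working solution) · Times – reaction incubation of 16 min at room temperature · Controls – No-NADH positive control and DMSO neutral control · Signal – resorufin fluorescence 544/590 nm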
bIAP inhibitor – blocks bovine intestinal alkaline phosphatase activity; 190,000 tested, under 10 active; purified bovine IAP, CDP-star luminescence, 30 min; inhibition, % at 20 µM;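 active means over 50% inhibition of intestinal alkaline phosphatase at 20 µM in the single-dose screen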
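Incubation: 30 min reaction at room temperature / Material: purified bovine intestinal alkaline phosphatase (IAP) enzyme / Input: enzyme at 1/65,000,000 dilution / Dosing: 20 µM single dose / Signal: CDP-star luminescence signal / Reagent: CDP-star chemiluminescent phosphatase substrate, 30 µM final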
bIAP activator – intestinal alkaline phosphatase (bovine) activation; activation factor at 20 µM; AID 1016; 200,000 compounds, 0.17% hits; purified bovine IAP, CDP-star luminescence, 30 min; active compounds read high; fold of DMSO-control signal, blank-subtracted;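 active means activation factor of 2 or more at 20 µM, a signal rise over negative controls twice the positive control's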
PMI act hi M6P – increases human PMI activity with near-saturating mannose 6-phosphate; AID 1216; activation factor at 20 µM; 190,000 compounds, 0.34% hits; coupled PMI enzyme assay, resazurin fluorescence, 20 min; active compounds read high; 1 = untreated enzyme, 0 = substrate-free blank;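 active means activation factor of 2 or more at 20 µM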
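Test system: human PMI in coupled enzyme assay; Input: PMI at 15 ng/mL final; Medium: HEPES buffer, pH 7.4; Schedule: 20 min incubation at room temperature; Technique: resorufin fluorescence at Ex 544/Em 590 nm; Compound: 20 µM single dose; Probe or stimulus: Near-saturating mannose-6-phosphate, 1.0 mM.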
TNAP inh noacc – TNAP (human) inhibition, acceptor-free conditions | P05186 | purified TNAP, CDP-star luminescence, 30 min | inhibition, % at 20 µM | 200,000 compounds, 0.26% hits;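 active means tissue-nonspecific alkaline phosphatase inhibition above about 50% at 20 µM in the single-dose screen, limit read from the data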;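 further: 0% = DMSO negative control and 100% = EDTA positive control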
* = called active by the depositor.

compound	PMI activator	Diaph act CS	L major viab	TNAP act hiacc	TNAP inh hi DEA	Diaph inh CS	bIAP inhibitor	bIAP activator	PMI act hi M6P	TNAP inh noacc
COc1ccc(C(OC(=O)c2ccco2)C(=O)NCC2CCCO2)cc1 (stereo unspecified)	0.9	0.8	0	1	0	21	8	0.9	0.9	-4
O=c1nc2s/c(=C\c3ccco3)c(=O)n2nc1Cc1ccccc1	0.9	0.9	-5	1	2	12	-2	1	1	-2
O=C(Nc1nc(-c2cccc(Br)c2)cs1)Oc1ccccc1	1	0.9	-3	1	0	12	8	0.9	0.9	-8
C=CCn1c(CCNC(=O)c2cccs2)nnc1SCC(=O)c1ccc(Br)cc1	1	0.9	-3	1	-2	15	1	1	1	-16
O=S(=O)(c1ccccc1)N1CCC(N2CCCCCC2)CC1	1.1	1	2	1.1	-5	4	-1	1	1.1	-14
CCOC(=O)N1CCC(Nc2ncnc3c2cnn3-c2ccc(Cl)cc2)CC1	0.9	1	-4	1	-2	4	-3	1	0.9	-10
O=C(C1=C(O)C(=O)N(c2ncccn2)C1c1ccc(Cl)cc1)c1ccco1 (stereo unspecified)	1.2	1	2	0.9	5	-4	12	0.9	1.4	18
Cc1cc(Nc2cnc3ccccc3n2)n(-c2ccccc2)n1	1	0.9	67*	1	-2	7	6	0.9	1	13
CCc1ccc(CN(C(=O)c2cc3ccccc3oc2=O)C2CCS(=O)(=O)C2)cc1 (stereo unspecified)	1	0.9	3	1	-1	11	4	1	1	-6
O=C(CNCc1ccccc1)Nc1ccccc1-c1ccccc1	0.9	0.8	34	1	-2	18	20	0.8	0.9	-7

Going on with the list:
compound	PMI activator	Diaph act CS	L major viab	TNAP act hiacc	TNAP inh hi DEA	Diaph inh CS	bIAP inhibitor	bIAP activator	PMI act hi M6P	TNAP inh noacc
O=C(CN1C2=NCCN2c2ccccc21)c1ccc2c(c1)OCO2	1.1	0.9	3	1	-4	7	14	0.9	1	-5
CC(=O)N1CCC2(CC1)C(C#N)=C(N)Oc1n[nH]c(C(F)(F)F)c12	1.1	0.8	-6	1	0	22	29	0.7	1.1	-6
Cc1nn2c(=O)c(NC(=O)c3ccc(F)cc3)cnc2s1	1	0.9	-2	1	-4	9	8	0.9	1	-13
CCN(CC)C(=O)CCCSc1nnc(Nc2ccccc2F)s1	1.1	1.1	8	1	-2	-8	20	0.8	1.1	4
O=C(NC(Nc1ncc(S(=O)(=O)c2ccc([N+](=O)[O-])cc2)s1)(C(F)(F)F)C(F)(F)F)c1ccc(Cl)cc1	1	0.8	10	1.1	-5	25	20	0.8	1	-1
CCOC(=O)N1CCN(CC(=O)Nc2ccc(C)cc2)CC1	1	0.9	-6	1.1	-6	10	7	0.9	0.9	-16
Cc1ccc2c(COC(=O)CNC(=O)c3ccccc3)cc(=O)oc2c1	0.9	0.9	-3	1	-2	15	9	0.9	1	5
N#Cc1ccc(CSc2nnc(-c3ccncc3)n2CCc2ccccc2)cc1	1	0.9	90*	1.1	-11	14	3	1	1	-21
N#Cc1cc(C(=O)c2ccccc2O)cn(-c2ccc(Cl)cc2)c1=O	0.9	0.8	13	1	-4	16	-6	1.1	0.8	2
CCN(CC)CCOC(=O)c1ccc(NC(=O)c2cccc(C)c2[N+](=O)[O-])cc1	1	0.9	2	1	-2	5	-2	1	0.9	-2

New compounds follow.
compound	PMI activator	Diaph act CS	L major viab	TNAP act hiacc	TNAP inh hi DEA	Diaph inh CS	bIAP inhibitor	bIAP activator	PMI act hi M6P	TNAP inh noacc
Cc1ccc(OCc2nc3ccccc3[nH]2)cc1	1	0.9	6	1	-2	6	4	1	1	-104
O=C(Nc1ccc([N+](=O)[O-])cc1)Nc1ccc(Cl)cc1F	1	1.1	-4	1	3	-10	-5	1.1	0.9	3
CC(=O)c1cccc(OCC(=O)c2cc(C)n(-c3cc(C)on3)c2C)c1	1.1	0.9	2	1	-5	9	-13	1.1	1	4
CC(=O)c1cc2c(cc1NC(=O)CCc1ccccc1)OCO2	0.9	0.9	-3	1	-2	6	7	0.9	1	-7
COCCCC1CCN(Cc2nc(-c3ccccc3)no2)CC1	0.8	0.8	-6	1	-4	20	-12	1.1	0.9	-2
CNc1ccc(Cl)nn1	1	0.9	7	1	-3	11	1	1	1	-3
C#Cc1ccc([C@@H]2C=C(C(=O)N3CCN(Cc4ccccc4)CC3)O[C@H](OCC)[C@H]2CCCO)cc1	0.9	0.8	13	1	-4	17	-5	1	0.9	-6
COc1cc(S(=O)(=O)NCCc2ccc3c(c2)OCO3)ccc1-n1cnnn1	1	0.8	-6	1	1	23	6	0.9	0.9	-2
Cn1c(SCc2ccc(F)cc2)nnc1-c1ccccn1	1.1	1	-5	1	-1	-4	10	0.9	1.1	-8
N#CC1=C(N)NC(SCc2ccccc2)=C(C#N)C12CCCCC2	1	1	99*	1	5	2	48	0.5	1.1	1

Ordered by the number under TNAP inh noacc (high to low): 3 of the compounds above.
Molecule | TNAP inh noacc
O=C(Nc1ccc([N+](=O)[O-])cc1)Nc1ccc(Cl)cc1F | 3
N#CC1=C(N)NC(SCc2ccccc2)=C(C#N)C12CCCCC2 | 1
Cn1c(SCc2ccc(F)cc2)nnc1-c1ccccn1 | -8

Next part:
compound	PMI activator	Diaph act CS	L major viab	TNAP act hiacc	TNAP inh hi DEA	Diaph inh CS	bIAP inhibitor	bIAP activator	PMI act hi M6P	TNAP inh noacc
O=C(O)C(Cc1ccccc1)N1C(=O)C2CCCCC2C1=O (stereo unspecified)	1	1.1	-6	1	-3	-7	7	0.9	1	-5
CS(=O)(=O)N(CC(=O)NN=C1CCCCCC1)c1ccc(Oc2ccccc2)cc1	0.9	0.9	22	1	0	9	7	0.9	0.9	-16
Cc1ccc(CSc2ncn(-c3ccccc3)n2)cc1	1	0.9	-2	1	0	15	48	0.5	1.1	-8
COc1ccc(N2CCN(C(c3ccccc3)c3nnnn3Cc3ccc(F)cc3)CC2)cc1 (stereo unspecified)	0.9	0.7	66*	1.1	-7	34	-2	1	0.8	-17
O=C(Cc1cccs1)N1CCN=C1SCc1ccccc1Cl	1	0.9	17	1.1	-13	7	2	1	1	-7
Cc1ccc(OCc2nnc(SCC(=O)CC(=O)Nc3ccccc3)o2)cc1	1.1	0.8	-8	1.1	-8	18	9	0.9	1.1	-12
COc1ccc(NC2c3ccccc3C(=O)N2c2ccccn2)cc1Cl (stereo unspecified)	0.9	0.8	9	1	-2	19	2	1	0.9	-4
COC(=O)C1=C(N)n2c(s/c(=C\c3cccnc3)c2=O)=C(C(=O)OC)C1c1cccnc1 (stereo unspecified)	1	1	13	1	0	2	-8	1.1	1.1	-6
COc1ccc(C(CNC(=O)c2ccc(OCC3CCCO3)cc2)N2CCOCC2)cc1 (stereo unspecified)	0.9	0.9	-4	1	0	10	-2	1	1	-8
CC(=O)CSc1ncnc2nc[nH]c12	1	0.9	-4	1	-1	6	2	1	1	-2

Next section
compound	PMI activator	Diaph act CS	L major viab	TNAP act hiacc	TNAP inh hi DEA	Diaph inh CS	bIAP inhibitor	bIAP activator	PMI act hi M6P	TNAP inh noacc
Cc1nc(NC(=O)c2cc(-n3cnnc3)ccc2Cl)ccc1Br	0.9	0.9	-2	1	-1	13	-8	1.1	0.9	-8
O=C(NC1CCCC1)C(NS(=O)(=O)c1cccc2nsnc12)c1ccccc1 (stereo unspecified)	0.9	0.9	24	1	-2	6	2	1	0.9	-5
Cn1c(N)c(C(=O)COC(=O)c2ccc(Br)o2)c(=O)n(C)c1=O	0.9	0.9	0	1	-4	9	2	1	0.9	-9
O=C(C1CSC2(c3ccc(F)cc3)CCC(=O)N12)N1CCCCCC1 (stereo unspecified)	0.9	1	-4	1	2	0	2	1	1	-6
COc1ccc(NC(=O)c2c(-c3ccccc3Cl)noc2C)c(OC)c1	1.1	0.9	19	1.1	-6	15	6	0.9	1	-12
CSc1nc2cc(Cl)ccc2s1	1	1	-1	1.1	-6	0	2	1	0.9	-1
COc1cc(OC)c(NC(=S)Nc2cccc(C)c2)cc1Cl	0.8	0.9	-2	1	0	10	31	0.7	0.8	-36
C[N+]1(CC2COC3(CCCCC3)O2)CCCC1 (stereo unspecified)	0.8	0.9	21	1	-3	12	12	0.9	0.9	-6
N#C/C(=C\c1ccc(OCC(N)=O)cc1)S(=O)(=O)c1ccccc1	1	0.9	-3	1.1	-7	13	-6	1.1	0.9	-14
CC(C)C(OC(=O)c1cccs1)C(=O)NCc1ccco1 (stereo unspecified)	0.9	0.9	2	1.1	-5	15	-3	1	1	-25

The results go on.
compound	PMI activator	Diaph act CS	L major viab	TNAP act hiacc	TNAP inh hi DEA	Diaph inh CS	bIAP inhibitor	bIAP activator	PMI act hi M6P	TNAP inh noacc
CCNC(=S)N/N=C/c1cn(Cc2ccccc2F)c2ccccc12	0.9	0.8	14	1	0	16	-26	1.3	1	-16
COC(=O)c1c(NC(=O)CCc2ccc(C)o2)sc(C)c1C	0.9	0.9	0	1.1	-5	12	9	0.9	1	-3
COc1ccc([N+](=O)[O-])cc1NC(=O)C(C)OC(=O)/C=C/c1ccco1 (stereo unspecified)	1	0.8	0	1	-3	18	3	1	0.9	-5
CCOc1ccc(C(=O)NC(=S)Nc2ccc(N3CCCCC3)cc2)cc1[N+](=O)[O-]	0.7	0.8	99*	1	0	20	14	0.9	0.9	-12
O=c1c2cc3c(=O)n(CC4CCCO4)c(=O)c3cc2c(=O)n1CC1CCCO1 (stereo unspecified)	0.9	0.9	-6	1.1	-6	12	7	0.9	0.9	-13
Cc1ccc(C)c(OC2=NS(=O)(=O)c3ccccc32)c1	1	0.9	-8	1	-4	6	-10	1.1	1	-10
CCOC(=O)C1=C(CN2CCCCCC2)NC(=O)NC1c1cccc([N+](=O)[O-])c1 (stereo unspecified)	0.9	0.9	11	1	-2	10	9	0.9	0.9	-8
Cc1ccc(NC(=O)/C=C/c2ccc3c(c2)OCO3)nc1	0.9	0.9	-6	1	2	12	-58	1.6	0.9	3
Cc1ccccc1NC(=S)N(CCc1c(C)[nH]c2ccc(F)cc12)Cc1cccnc1	0.9	0.9	100*	1	-4	9	-5	1	0.9	-14
Cc1c(Cl)cccc1NC(=O)c1cccc(NC(=O)CCC(=O)O)c1	1	1	-5	1.1	-8	4	4	1	1	-14
O=C(NCc1ccc(Cl)c(Cl)c1)c1ccco1	1.1	1	4	1	-2	3	-4	1	1	-10
CSc1ncc(Cl)c(C(=O)Nc2cccc3ccccc23)n1	0.9	0.9	-6	1	4	5	42	0.6	0.9	-6

Assay outcomes as filed in PubChem.
